TRPML3 agonist = activates the human TRPML3 channel | Q8TDD5 | HEK293 TRPML3-YFP, Fluo-8 calcium fluorescence; 100% = the carbachol control signal | activation, % at 3 µM | 220,000 compounds, 0.29% hits;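 active = activation above its plate's cutoff, the mean activation of the plate's test wells plus 3 SD, cut at about 12% in these data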;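 also: 0% = DMSO only wells and 100% = carbachol wells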
Target sequence (Q8TDD5 whole entry, looked up): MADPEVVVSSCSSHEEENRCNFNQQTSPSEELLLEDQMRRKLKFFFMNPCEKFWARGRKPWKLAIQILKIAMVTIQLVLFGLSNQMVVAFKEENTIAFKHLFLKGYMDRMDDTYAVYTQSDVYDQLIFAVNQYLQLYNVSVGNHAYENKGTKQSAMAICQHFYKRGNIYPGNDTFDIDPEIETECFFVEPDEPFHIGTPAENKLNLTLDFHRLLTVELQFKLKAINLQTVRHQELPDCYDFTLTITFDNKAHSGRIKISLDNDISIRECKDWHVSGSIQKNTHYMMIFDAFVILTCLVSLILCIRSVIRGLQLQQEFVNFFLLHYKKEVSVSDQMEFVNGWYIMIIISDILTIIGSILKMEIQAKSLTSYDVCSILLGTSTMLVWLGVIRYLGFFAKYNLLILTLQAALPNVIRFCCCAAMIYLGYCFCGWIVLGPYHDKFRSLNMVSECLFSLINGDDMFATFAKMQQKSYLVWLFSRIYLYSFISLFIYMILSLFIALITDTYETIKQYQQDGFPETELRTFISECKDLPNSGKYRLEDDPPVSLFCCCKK
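Test system: TRPML3-YFP stable HEK293 cells. Doses: single point at 3 µM. Incubation: dye loading 1 h 37 °C then 30 min ambient, 125 s read. Signal: Fluo-8 calcium dye fluorescence, ex 470-495, em 515-575 nm. Measure: percent activation from peak-to-basal fluorescence ratio, scaled between DMSO and carbachol.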
TRPN1 ag = agonists of zebrafish TRPN1 channel. HEK293 zebrafish TRPN1-YFP, Fluo-8 calcium fluorescence; 100% = response to 87 µM carbachol. activation, % at 3 µM. 220,000 compounds, 0.18% hits. AID 1424;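 active = activation above its plate's cutoff, the mean activation of test wells on that plate plus 3 SD, cut at about 19% in these data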;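 also: 0% = DMSO alone and 100% = 87 µM carbachol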
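Assay system: Zebrafish TRPN1-YFP in HEK293 cells | Incubation: Dye loading 1 h at 37 °C, then 30 min room temperature | Measured by: Kinetic Fluo-8 fluorescence, ex 470-495, em 515-575 nm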
CHOP inhibitor = CHOP inhibition in unfolded protein response; 220,000 compounds, 3.8% hits; CHO-K1 CHOP-promoter luciferase, tunicamycin-induced, 15-18 h; inhibition, % at 10 µM; AID 2732;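 active = compounds that reduced the stress-induced luciferase reporter signal by more than about 70% of percent inhibition, limit read from the data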;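 also: 0% = tunicamycin plus vehicle and 100% = wells without tunicamycin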
NPY1 pot ag = potentiates or activates human NPY-Y1 receptor; P25929; NPY-Y1 expressing cells, potentiator/agonist activation; activation, % at 3.6 µM; 220,000 compounds, 0.37% hits; AID 1304; in the data active = activation above about 33%, passing the limit was not always enough;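 also: cells stimulated with NPY at EC10 then isoproterenol at EC100; 0% = low agonist plus stimulus and 100% = saturating agonist plus stimulus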
EP2 mod = EP2 receptor (human) modulation | P43116 | EP2-expressing cells, cAMP HTRF FRET, PGE2 co-stimulation | induction, % at 25 µM | 260,000 compounds, 0.83% hits;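 active = compounds whose cAMP rise, as percent of the full-agonist control response, exceeds 60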;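 also: rat C6 glioma line stably carrying human EP2 under a CMV promoter; the protocol text gives 20 µM as final concentration; 100% = response of wells given 1 µM PGE2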
Target sequence (P43116 whole entry, looked up): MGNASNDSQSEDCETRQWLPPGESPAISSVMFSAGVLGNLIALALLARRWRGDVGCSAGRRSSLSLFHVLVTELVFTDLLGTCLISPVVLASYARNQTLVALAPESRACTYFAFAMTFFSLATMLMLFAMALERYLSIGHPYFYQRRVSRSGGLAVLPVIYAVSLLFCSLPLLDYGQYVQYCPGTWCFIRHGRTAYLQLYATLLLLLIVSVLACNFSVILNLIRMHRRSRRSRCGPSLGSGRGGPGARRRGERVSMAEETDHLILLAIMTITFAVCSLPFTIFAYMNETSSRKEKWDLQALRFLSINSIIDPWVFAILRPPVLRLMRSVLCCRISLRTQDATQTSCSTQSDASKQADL
PPC-1+TRAIL kill = PPC-1 cancer cell killing with TRAIL present; cell killing (% activity), % at 4 µM; 220,000 compounds, 0.41% hits; PPC-1 cells + TRAIL, ATPLite viability luminescence;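 active = cell killing above 50% in the first pass at 4 µM, then a duplicate retest at 5 µM averaging 50% or more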;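 also: plate controls were cells with TRAIL plus DMSO for no effect and medium-only wells lacking cells for full effect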
EP2 antag = EP2 receptor (human) inhibition | AID 1422 | 260,000 compounds, 0.52% hits | P43116 | C6 glioma cells expressing human EP2, cAMP TR-FRET; cells stimulated with saturating PGE2 | inhibition, % at 25 µM;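 active = percent inhibition above 40 after rounding to a whole number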;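 also: rat C6 glioma host cells with rolipram phosphodiesterase inhibitor present; the protocol text gives 20 µM as final concentration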
NPY-Y1 antag = NPY-Y1 (human) receptor antagonism. HEK293-CNG Y1 cells, membrane potential fluorescence; NPY at EC95, then isoproterenol. AID 1040. P25929. inhibition, % at 3.6 µM. 200,000 compounds, 1% hits;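 active = inhibition above the campaign mean inhibition of all tested compounds plus 3 SD, cut at about 20% in these data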;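 also: 0% = DMSO wells given NPY plus isoproterenol and 100% = isoproterenol alone without NPY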
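Benchmarks – high control isoproterenol alone, low control NPY with isoproterenol · Material – HEK293 Y1/CNG channel cell line · Times – dye 3 h, compound 60 min room temperature, stimulation 45 min · Probe or stimulus – NPY (25 nM), isoproterenol (1 µM), Ro 20-1724 (25 µM) · Evaluation – % inhibition of NPY effect · Signal – fluorescence, membrane potential probe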
14-3-3 Bad inh = disrupts binding of bovine 14-3-3 zeta to phospho-Bad peptide. 220,000 compounds, 0.71% hits. inhibition, % at 21.7 µM. TR-FRET 14-3-3zeta/Dy647-pBad peptide displacement, 1 h. P63103;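 active = inhibition above about 70%, limit read from the data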;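 also: 0% = full 14-3-3 plus peptide FRET controls and 100% = background without 14-3-3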
Starred values were filed as active, the others as inactive; . = not tested or not shown; & = joins results of further samples; [ ] = remark or other dose. Not all compounds are listed; count on the stated rates, not on these rows.

SMILES	TRPML3 agonist	TRPN1 ag	CHOP inhibitor	NPY1 pot ag	EP2 mod	PPC-1+TRAIL kill	EP2 antag	NPY-Y1 antag	14-3-3 Bad inh
Cc1occc1C(=O)N/N=C/C1=C(N2CCOCC2)C(=C\c2ccc(Cl)cc2)/CC1	0.2	0.5	15	-6	-8	-3	9	-1	-3
Cc1ccc2nc(NC3=NC(CC(=O)O)C(=O)N3)nc(C)c2c1 (configuration not stated)	0.5	0.2	12	17	17	16	14	-1	1
COc1ccc(OCc2nnc(SCC(=O)NCc3ccco3)o2)cc1	-1.0	-0.5	6	-4	12	-6	5	0	8[fluorescence artefact?]
CC(C)CNc1nc(Oc2ccc(=O)n(-c3ccccc3)n2)nc(N2CCOCC2)n1	0.9	0.9	19	-8	12	0	6	-11	1
Cn1cc(-c2nnnn2-c2ccc(Cl)cc2)c(=O)c2ccccc21	0.7	-1.0	5	2	17	2	10	2	0
Cc1ccc(-c2nc(CS(=O)CC(=O)NCCC(C)C)c(C)o2)cc1 (configuration not stated)	-0.1	0.4	43	-6	-11	8	10	0	22
O=C(Cn1cnc2ccccc2c1=O)c1ccc(Cl)cc1	-1.1	-0.7	-37	-5	-7	0	1	3	3
CC(C)(C)OC(=O)N[C@@H](Cc1ccccc1)c1nnc(S(=O)(=O)Cc2cccc(F)c2)o1	1.1	1.4	17	-10	-33	3	14	0	-1
Cc1cccc(C2C3=C(Nc4[nH]n(-c5ccccc5)c(=O)c42)c2ccccc2C3=O)c1 (configuration not stated)	-0.1	-1.8	35	7	-13	-1	6	8	-1
COc1ccc(NC(=S)Nc2ccc(Oc3ccccc3)cc2)cc1	0.3	3.4	17	15	-60	1	-5	-8	-2
CCN(CC)CCCNC(=S)N(Cc1cccnc1)Cc1cc2cc(C)cc(C)c2[nH]c1=O	0.2	0.3	1	-5	-9	.	4	-3	-1
NC(=O)N/N=C/c1cn(CC(=O)Nc2ccc(F)cc2)c2ccccc12	0.3	0.7	2	23	-32	-1	13	.	-2
Cn1c(O)c(N=NC(=O)c2cccc(S(=O)(=O)N3CCCCC3)c2)c2ccccc21	0.3	0.5	-38	-7	4	22	3	-4	-1[fluorescence artefact?]
COc1ccc(-c2[nH]ncc2CN2CCCO2)cc1F	0.7	0.2	28	15	12	3	5	-3	0
O=C(Cc1cccc(C(F)(F)F)c1)NCc1cccc(Cl)c1	-0.9	-1.0	24	-5	-16	22	6	1	9
CN(C)c1ccc(NC(=O)c2cccc(C(=O)Nc3ccc(N(C)C)cc3)n2)cc1	-0.2	-2.3	14	10	2	34	7	2	-4[fluorescence artefact?]
NC(N)=NC(=O)c1nc(Cl)c(N)nc1N	0.6	0.2	5&6	1	35&-12&-5	12	14&10&8&13&12	3	28
N/C(=N\N=C\c1ccc(O)cc1)c1nonc1N	0.5	0.1	38	-1	16	6	5	0	-13
CN1CCN(CC(=O)Nc2c(C#N)cnn2-c2ccccc2)CC1	0.9	1.6	1	-4	-20	-6	4	.	1
COCC(=O)N(CCN(C)C)Cc1cc2cc3c(cc2nc1Cl)OCO3	0.5	1.2	-14	-6	26	21	11	5	-1
CCCN(C(=O)Cc1nc(N)n[nH]1)C1(C(=O)Nc2ccccc2C)CCCCC1	0.0	0.0	10	5	11	6	1	0	2
CCOC(=O)N1CCN(C(=O)CSc2nc3c(cnn3-c3ccccc3)c(=O)[nH]2)CC1	-0.3	1.1	-24	0	9	22	9	7	4
CCOC(=O)CSc1nc2cccnc2n1C	0.8	-0.1	-9	6	-25&13	9	6&4	0	-7
CC(C)Oc1ccc(NC(=O)Oc2ccccc2)cc1	0.3	-0.4	-1	-13	11	14	7	-3	2
COc1ccc(C2CCCN2C(=O)Nc2ccc(Cl)cc2)cc1OC (configuration not stated)	2.8	3.3	16	-3	-22	13	11	5	2
Cc1ccc(S(=O)(=O)N/N=C/c2ccc(OS(=O)(=O)c3ccc(C)c([N+](=O)[O-])c3)cc2)cc1	0.0	-0.9	80*	19	-12	10	15	-6	-4
COC(=O)c1[nH]c2cccc(OC)c2c1NC(=O)CCN1CCN(c2cccc(Cl)c2)CC1	0.7	2.6	19	2	-50	-17	15	4	-4[fluorescence artefact?]
COc1ccc(CNC(=O)C23CN(Cc4ccccc4)CC2C(c2ccc([N+](=O)[O-])cc2)=NO3)cc1 (configuration not stated)	-0.4	-0.2	29	-11	40	5	14	10	57
Cc1cccc(-c2nnc(SCC#N)n2-c2cccc(Cl)c2)c1	-0.8	-0.5	-2	4	30	9	12	-3	-12
COc1ccc(CCn2c(SCCN3CCCCC3)nc3ccccc3c2=O)cc1OC	-0.2	-1.3	-32	-27	10	-2	2	38*	-4

Part of the list above, in markdown.
| Structure | TRPML3 agonist | TRPN1 ag | CHOP inhibitor | NPY1 pot ag | EP2 mod | PPC-1+TRAIL kill | EP2 antag | NPY-Y1 antag | 14-3-3 Bad inh |
| --- | --- | --- | --- | --- | --- | --- | --- | --- | --- |
| COc1ccc(NC(=S)Nc2ccc(Oc3ccccc3)cc2)cc1 | 0.3 | 3.4 | 17 | 15 | -60 | 1 | -5 | -8 | -2 |
| CCN(CC)CCCNC(=S)N(Cc1cccnc1)Cc1cc2cc(C)cc(C)c2[nH]c1=O | 0.2 | 0.3 | 1 | -5 | -9 | . | 4 | -3 | -1 |
| NC(=O)N/N=C/c1cn(CC(=O)Nc2ccc(F)cc2)c2ccccc12 | 0.3 | 0.7 | 2 | 23 | -32 | -1 | 13 | . | -2 |

New compounds follow:
SMILES	TRPML3 agonist	TRPN1 ag	CHOP inhibitor	NPY1 pot ag	EP2 mod	PPC-1+TRAIL kill	EP2 antag	NPY-Y1 antag	14-3-3 Bad inh
CN(C)/C=C/C(=O)c1ccc(Br)s1	0.6	-0.3	0	2	3	35	6	5	1
O=C(NNC(=O)c1ccccc1[N+](=O)[O-])Nc1ccccc1C(F)(F)F	0.0	0.6	5	0	1	7	18	-4	-7
CCn1c(SCC(=O)Nc2ccc(C)cc2)nnc1-c1ccc(O)cc1	0.2	0.8	19	-13	-1	21	1	-7	-17
Cc1cccc(C)c1NC(=O)c1cc(S(=O)(=O)N2CCOCC2)ccc1F	1.2	-0.9	1	-8	-10	6	13	5	5
COC(=O)c1ccc(NC(=O)CCn2c(=O)oc3ccccc32)cc1	-0.5	0.3	16	-32	-9	8	9	4	1
CC(=O)[C@@]1(O)CC[C@H]2[C@@H]3CCC4=CC(=O)CC[C@]4(C)[C@H]3CC[C@@]21C	1.0	-0.1	17&0	12	-15&-7	12	19&9	-1	-3
CCN(C(=O)COC(=O)c1[nH]c(C)c(C(C)=O)c1C)C1CCS(=O)(=O)C1 (configuration not stated)	0.6	-0.8	-3	-5	13	9	21	-3	-8
CCCCNc1nc2sc3c(c2c(=O)n1-c1cccc(Cl)c1)CCN(C)C3	0.9	-0.2	1	-12	-13	6	2	.	0
COc1ccc(OCCN2CCN(C3CC(=O)N(CCC(C)C)C3=O)CC2)cc1 (configuration not stated)	2.5	2.2	53	21	3	15	5	-2	4
Cc1c(C#N)c2ncnc(-c3ccccc3)c2n1-c1ccccc1	1.2	-0.7	-6	-2	12	-4	5	5	2[fluorescence artefact?]
CCc1cc2c3c(c1)C1(C(=O)N3C(C)(C)CC2C)C(C#N)=C(N)N2C(=C1C#N)Nc1ccccc12 (configuration not stated)	0.7	0.3	39	27	10	28	9	11	1
CC(C)c1nc2sc(C(=O)O)c(N)c2c2c1CCCC2	0.6	2.1	17	27	14	4	15	.	-5
COc1cccc(NC(=O)N2CCCC(C(=O)Nc3ccccc3OC)C2)c1 (configuration not stated)	-0.4	-1.1	19	13	-38&-67	24	5&7	7	6
O=C(OCC1COc2ccccc2O1)c1ccccc1F (configuration not stated)	-0.3	-1.6	-4	-27	14	5	6	10	14
Cc1ccccc1OCCNC(=O)c1ccccc1Sc1ccccc1C#N	0.0	-0.8	2	11	5	-7	16	3	9
Cc1ccccc1S(=O)(=O)NC1OC(=O)C(Oc2ccccc2)=C1Br (configuration not stated)	0.6	-0.1	6	14	23	-2	2	-3	38
CCOC(=O)CSc1ccc2nnc(-c3ccccc3)n2n1	0.0	0.8	2	-1	9	19	12	-3	3[fluorescence artefact?]
N#C/C(=C\c1cccc(NC(=O)c2ccccc2Cl)c1)C(=O)NCCc1ccccc1	0.8	0.8	-25	1	-13	-1	13	3	8
COc1cc(/C=C(\NC(=O)c2ccccc2)C(=O)NCCO)c([N+](=O)[O-])cc1OC	1.1	1.5	-18	-18	29	22	15	0	-7
COc1cccc(CN2CCNC(=O)C2CC(=O)NCCOc2cccnc2)c1 (configuration not stated)	1.4	-0.8	-9	4	-6	7	6	1	-3
CCOC(=O)C(NC(=O)c1ccc(F)cc1)(Nc1nnc(C)s1)C(F)(F)F (configuration not stated)	0.1	-2.4	-7	9	-3	14	10	6	-2
Cc1ccc(C(C)C)c(OCC(=O)Nc2ccc(N3CCN(S(C)(=O)=O)CC3)cc2)c1	1.0	0.1	21	-10	14	30	10	2	-3
CC(C)CC(=O)Nc1ccc2c3c(cccc13)CC2	-0.3	-1.1	10	-2	-35	17	9	1	3
CC(=O)Nc1ccccc1C(=O)C(=O)Nc1cccc(Br)c1	-1.8	0.7	-2	7	-58	12	1	-3	-6
CC(/C=C/c1ccc(N(C)C)cc1)=N/N=C1/NC(=O)CC(C(=O)Nc2ccc(Cl)cc2)S1 (configuration not stated)	-0.1	0.7	71*	26	-29	2	11	-1	-14
COc1cccc(C(=O)Nc2cccc(C(=O)NCC(C)C)c2)c1	0.4	0.7	6	3	-20	-20	7	9	50
COC(C(=O)Nc1ccc(F)cc1)c1ccccc1 (configuration not stated)	-0.2	-0.6	29	-2	17	18	16	3	-1
COc1cc(C(=O)NC2CCCc3ccccc32)ccc1OCC(=O)Nc1ccc(F)cc1 (configuration not stated)	0.6	0.8	1	10	-16	16	18	-3	-5
COc1ccc(C(=O)CSc2nnc(CCc3ccccc3)n2-c2ccccc2)cc1	-0.1	-1.4	41	-37	40	18	6	6	-8
Cn1nc(-c2ccccc2)c(CSc2ccccc2)c1Cl	0.0	-0.5	48	-5	-18	4	5	-1	.
O=C1S/C(=C\c2ccc(Cl)cc2)C(=O)N1CCn1cnnn1	-0.2	-0.4	0	6	-35	14	18	-2	-4
O=C(O)C1CCCN(S(=O)(=O)c2ccc3c(c2)OCCO3)C1 (configuration not stated)	-0.2	-0.3	19	-5	11&-3	18	20&20	2	-3
COc1ccc2nc(/C(C#N)=C\c3ccc(Oc4ccc([N+](=O)[O-])cn4)cc3)[nH]c2c1	1.9	2.4	71*	10	3	35	0	-1	33[fluorescence artefact?]
Cc1cccc(N/C=C(\[N+](=O)[O-])S(=O)(=O)c2ccccc2)c1C	0.7	1.3	-9	1	6	15	2	1	2

Screening results: PubChem BioAssay, several laboratories
